D2 ag – activates the human D2 dopamine receptor; P14416; 0.53% of 340,000 active; activation, % at 2 µM; HEK293 T-REx D2 cells, calcium flux agonist mode;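 active = activation over 3 SD above normal in the single-dose calcium agonist read, cut at about 30% in these data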; also: 0% is about no effect
Target sequence (P14416 whole entry, looked up): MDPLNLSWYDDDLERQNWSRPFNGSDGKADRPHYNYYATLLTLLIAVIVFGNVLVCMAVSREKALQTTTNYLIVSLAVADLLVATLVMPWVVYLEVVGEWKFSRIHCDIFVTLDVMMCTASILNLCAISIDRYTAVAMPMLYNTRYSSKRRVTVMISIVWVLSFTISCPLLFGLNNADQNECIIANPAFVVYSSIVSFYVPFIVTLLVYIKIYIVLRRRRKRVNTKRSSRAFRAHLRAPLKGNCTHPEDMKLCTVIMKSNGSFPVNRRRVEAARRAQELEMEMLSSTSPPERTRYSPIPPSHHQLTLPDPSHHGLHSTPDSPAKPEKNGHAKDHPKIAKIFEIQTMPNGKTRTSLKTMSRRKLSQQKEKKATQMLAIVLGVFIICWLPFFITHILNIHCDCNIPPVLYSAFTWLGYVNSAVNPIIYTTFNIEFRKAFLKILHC
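HEK293 Trex D2 cells, tetracycline-induced, o/n 30 C 5% CO2; no-wash Ca dye, RT 30–90 min; 10-cycle baseline, 23 nl cpd added, kinetic Ca read 180 s; agonist hits = positive Ca response.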
USP1-UAF1 inh – USP1/UAF1 (human) deubiquitinase inhibition; O94782; recombinant USP1/UAF1, Ub-Rhodamine cleavage fluorescence; Potency, µM (doses to about 57.1 µM), without a hit: top-dose activity change, negative = inhibition, usual class: inhibitors; 0.23% of 390,000 active; AID 743255; also: potency is read from the fitted curve at half-maximal effect; % is scaled to controls: 0 for no effect and ±100 for the full control effect; nearly all actives have a fitted effect of over 60% in size; inactives centre near -12
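1 nM enzyme complex + cpd, 15 min RT; start with Ub-Rho 150nM final; kinetic fluorescence ex 480/em 540, 6 reads q60 s. Buffer 50mM HEPES pH 7.8, 0.5mM EDTA, 0.1 mg/ml BSA, 1mM TCEP, 0.01% Tween-20.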
Pin1 inhibitor – human Pin1 inhibition; 0.009% of 390,000 active; Potency, µM (series often up to 115 µM), inactives show at the highest dose activity, negative = inhibition, most hits filed as inhibitors; AID 504891; Q13526; Pin1 FP peptide displacement, HiFluor488, 10 min; active = well fitted inhibition curve with a large enough effect in the polarisation, with a control signal flat, not every such curve was filed as active; inconclusive = small, poorly fitted or top-dose-only effect, or effect the other way, or a change in a side signal; inactive = no such curve, though single readings can be large or run the other way; the % refers to the polarisation; also: potency is read from the fitted curve at half-maximal effect; % is scaled to controls: 0 for no effect and ±100 for the full control effect
Target sequence (Q13526 whole entry, looked up): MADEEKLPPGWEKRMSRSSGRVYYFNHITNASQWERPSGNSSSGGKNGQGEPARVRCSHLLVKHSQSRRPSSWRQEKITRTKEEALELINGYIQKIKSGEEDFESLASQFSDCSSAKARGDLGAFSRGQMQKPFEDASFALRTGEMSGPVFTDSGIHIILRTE
D2 antag – antagonists of human D2 dopamine receptor; HEK293 TREx D2 cells, calcium flux, dopamine EC80; inhibition, % at 10 µM; 2% of 340,000 active; AID 485344; in the data active = inhibition above about 30%; also: 0% is about no effect
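Inhibition of EC80 dopamine-driven calcium flux, recorded kinetically, defines activity here; cells are a tetracycline-induced HEK293 T-REx line expressing force-coupled D2.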
TrxR1 substrate – substrates of rat thioredoxin reductase 1. purified TrxR1 substrate turnover, NADPH consumption readout. AID 588456. 0.01% of 390,000 active. Potency, µM (series often up to 114 µM), inactives show at the highest dose activity change, negative = substrate turnover; also: potency is read from the fitted curve at half-maximal effect; % is scaled to controls: 0 for no effect and ±100 for the full control effect; nearly all actives have a fitted effect of over 50% in size
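Rat TrxR1, dispensed at 90 nM, was prereduced with 400 uM NADPH (final) for 5 min at ~22 deg C, then incubated with compound 15 min before 400 uM selenite. A first-read NADPH fluorescence drop versus no-compound background flagged substrates.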
rTrxR1 inhibitor – blocks rat thioredoxin reductase 1 | O89049 | recombinant rTrxR1, NADPH fluorescence consumption, selenite substrate | Potency, µM (titrated, usually from 114 µM), without a hit: at the top dose activity change, negative = inhibition, hits mostly inhibitors | 1% of 390,000 active | AID 588453; also: potency is read from the fitted curve at half-maximal effect; % is scaled to controls: 0 for no effect and ±100 for the full control effect; nearly all actives have a fitted effect of over 65% in size
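Rat TrxR1 (90 nM in the dispensed reagent) was pre-reduced with 400 uM NADPH for 5 min at room temperature, then incubated with compound for 15 min. After 400 uM selenite was added, NADPH fluorescence (Ex 340/Em 450 nm) was followed for 8 min.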
TRHR agonist – agonists of human TRH receptor. TRHR cells, calcium flux fluo-8, FDSS agonist mode. 0.18% of 360,000 active. activation, % at 2 µM; in the data active = activation above about 30%; also: 0% is about no effect
Target sequence (P34981 whole entry, looked up): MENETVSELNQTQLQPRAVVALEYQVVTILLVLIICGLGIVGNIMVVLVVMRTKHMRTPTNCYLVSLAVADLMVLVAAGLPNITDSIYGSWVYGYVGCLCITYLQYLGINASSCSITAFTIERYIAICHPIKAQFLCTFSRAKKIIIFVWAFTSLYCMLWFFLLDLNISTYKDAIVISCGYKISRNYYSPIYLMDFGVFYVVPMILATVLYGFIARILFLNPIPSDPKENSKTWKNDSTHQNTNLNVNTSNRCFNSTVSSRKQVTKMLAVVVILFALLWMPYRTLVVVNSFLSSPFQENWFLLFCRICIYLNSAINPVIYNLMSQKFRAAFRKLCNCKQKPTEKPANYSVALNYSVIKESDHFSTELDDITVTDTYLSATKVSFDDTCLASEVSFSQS
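Steps: seed TRHR cells overnight; add fluo-8 no-wash Ca dye, RT 30 min–1.5 h; record 10 s baseline; pin-transfer compounds; monitor fluorescence 1 cycle/s for the agonist window. Calcium increases flag candidate agonists.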
TRHR enhancer – TRH receptor (human) allosteric enhancement. P34981. TRHR cells, fluo-8 calcium fluorescence, EC20 TRH enhancement. enhancement, % at 2 µM. 0.66% of 360,000 active. AID 493056; in the data active = enhancement above about 30%; also: 0% is about no effect
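Enhancer read-out: after compound pinning and an initial kinetic agonist-mode read, an EC20 of TRH (10 nM final) was injected and fluo-8 calcium signal (Ex 480/Em 530) followed at 1 s/cycle for 100 cycles in TRHR-expressing cells.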
mIDH1 inhibitor – human IDH1 R132H inhibition; O75874; IDH1-R132H enzyme, NADPH consumption, diaphorase/resazurin fluorescence; Potency, µM (highest dose often 76.6 µM), for the others: top-dose activity change, negative = inhibition, actives largely listed as inhibitors; 0.093% of 390,000 active; also: potency is read from the fitted curve at half-maximal effect; % is scaled to controls: 0 for no effect and ±100 for the full control effect; nearly all actives have a fitted effect of over 65% in size
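IDH1-R132H (0.5 ug/mL dispensed) in pH 7.5 Tris buffer was preincubated 30 min with compound, then given a substrate mix of 0.016 mM NADPH and 2 mM alpha-KG for 80 min at room temperature; remaining NADPH was read by diaphorase/resazurin fluorescence.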
* = called active by the depositor; ? = inconclusive; nt = no result given; & = joins results of further samples; [ ] = dose if it differs, or a comment. Unless noted, calls follow the shape of the dose curve; as a rule, active = well fitted inhibition curve with a large enough effect; inconclusive = small, poorly fitted or top-dose-only effect; inactive = no such curve, though single readings can be large or run the other way.

nr	molecule	D2 ag	USP1-UAF1 inh	Pin1 inhibitor	D2 antag	TrxR1 substrate	rTrxR1 inhibitor	TRHR agonist	TRHR enhancer	mIDH1 inhibitor
1	CCOc1ccc(CN2CCNC(=O)C2CC(=O)NCCCOc2cccnc2)cc1 (stereo unspecified)	-0.1	-10%	-17%	1	6%[57.1 µM]	20%[57.1 µM]	0.1	-3	-4%
2	O=C(NCc1ccco1)c1cccc(S(=O)(=O)N2CCOCC2)c1	0.1	6%	8%	-13	5%	?	-1.1	5	11%
3	CCCC(=O)OCc1cnc(C)c2oc(=O)c(C(=O)Nc3cccc(C(F)(F)F)c3)cc12	0.7	-22%	3%	nt	-4%[57.1 µM]	-1%[57.1 µM]	0.8	-2	15%
4	COc1ccc(C(=O)CCC(=O)O)c(C)c1	nt	-13%	-6%	nt	-5%	-7%	0.3	12	3%
5	O=C(Cn1nc(-c2ccco2)ccc1=O)Nc1cc(C(F)(F)F)ccc1Cl	0.3	-18%	-1%	-6	13%	-23%	0.0	3	-6%
6	c1coc(CNc2nc(-c3cccs3)cs2)c1	0.0	-22%	0%	-4	7%[57.1 µM]	4%[57.1 µM]	0.1	0	1%
7	Cc1ccc(NC(=S)NC(CO)C(O)c2ccc([N+](=O)[O-])cc2)cc1 (stereo unspecified)	1.6	-1%	2%	-8	5%	18%[11.4 µM]	0.5	3	4%
8	COc1ccc(CCNC(=O)CCc2cn(C)c3ccccc23)c(OC)c1	-0.6	-20%	6%	4	6%	20%	-0.6	3	-7%
9	COc1ccc2c(c1)CCc1c(C(=O)Nc3cc(C)ccc3O)noc1-2	0.9	-6%	3%	nt	4%	24%	0.4	8	-20%
10	Cn1c(=O)c2c(nc(NCCCN3CCOCC3)n2Cc2ccc(Cl)cc2)n(C)c1=O	-0.1	-21%	2%	-4	4%	12%	-0.3	2	7%
11	CCOC(=O)N1CCN(C(=O)Nc2ccc3nc(C)c(C)nc3c2)CC1	0.2	5%	-1%	-4	140%[activator]	19%	-0.7	5	-1%
12	COc1cc(Cl)c(C)cc1NS(=O)(=O)c1c(C)nc2sccn2c1=O	0.9	-20%	-1%	nt	1%	21%	0.6	5	-11%
13	CC(=O)NC(C1C(=O)CC(C)(C)CC1=O)(C(F)(F)F)C(F)(F)F	-1.7	0%	-4%	7	3%	16%	-1.4	1	5%
14	COC(=O)C[C@H]1c2cc(F)ccc2S(=O)(=O)N1Cc1ccccc1	nt	-33%	4%	nt	-10%[57.1 µM]	9%&8%	nt	nt	18%
15	N#CCCn1nc(-c2ccccc2)cc1Nc1ccccc1NC(=O)C(F)(F)F	1.9	-2%	-1%	-3	-14%	-6%	2.1	-1	5%
16	CCOC(=O)N(NC(=O)C(O)(C(C)C)C(C)C)c1ccccc1	0.1	-8%	2%	-25	2%	31%	-0.1	-3	4%
17	Cc1cccc(-c2nc3c4ccccc4n(CC(=O)Nc4cc(F)ccc4F)c(=O)n3n2)c1	0.3	-18%	-3%	nt	2%[57.1 µM]	19%[57.1 µM]	0.1	3	2%
18	Cn1nc(-c2ccccc2)c(/C=N/O)c1Cl	-0.2	-14%	-2%	-14	6%	29%	-0.5	-4	-1%
19	O=C(CCc1c[nH]c2ccccc12)N1CCN(S(=O)(=O)c2ccc(F)cc2)CC1	0.7	-18%	0%	-1	-7%[57.1 µM]	10%	0.0	-1	-3%
20	N#CCCn1c(SCC(=O)NCc2ccco2)nc2ccccc21	1.2	-8%	-1%	9	-3%[57.1 µM]	1%[57.1 µM]	0.8	-5	-3%
21	COc1ccc(-c2nc3scc(CCNS(=O)(=O)c4ccc5c(c4)OCCO5)n3n2)cc1	0.2	-10%	?	nt	3%[57.1 µM]	8%[57.1 µM]	0.2	2	-5%
22	O=C1/C(=C/C=C/c2ccccc2)Oc2c1ccc(O)c2CN1CCN(CCO)CC1	8.7	?	?	0	-1%	?	13	0	-2%
23	O=C(COc1ccc([N+](=O)[O-])cc1)Nc1cc(S(=O)(=O)N2CCCCC2)ccc1N1CCCCC1	-0.3	-11%	19%	-7	-7%	2%	0.2	-5	13%
24	CC1CC2(CCCCC2)N2C(=O)C(=O)c3cccc1c32 (stereo unspecified)	0.1	-13%	-13%	25	5%[57.1 µM]	-12%[57.1 µM]	-0.1	-2	3%
25	CCOC(=O)c1ccc(NC(=S)N2CCC(O)CC2)cc1	-0.6	1%	0%	3	3%[57.1 µM]	-5%[57.1 µM]	0.2	-2	-1%
26	CC(=O)Nc1ccc(C23CC4CC(CC(C4)C2)C3)cc1	1.8	-27%	-1%	6	-1%	25%	0.7	2	8%
27	S=c1[nH]nc(Cc2sc(-c3ccccc3)nc2-c2ccccc2)o1	0.1	-9%	-3%	3	-7%	-13%[57.1 µM]	0.3	4	-2%
28	COc1cccc2sc(N(CCN(C)C)C(=O)c3ccc(S(=O)(=O)N4CCCC4)cc3)nc12	-0.6	-6%	-6%	18	11%	33%	-0.2	2	5%
29	O=C(CCS(=O)(=O)c1ccc(Cl)cc1)Nc1nnc(-c2ccco2)o1	nt	-3%	2%	nt	6%	-1%	-0.3	1	4%
30	Cc1nc(-c2ccccc2)cc(=O)[nH]1	1.0	-24%	6%	-9	1%	10%	0.7	23	-6%
31	COc1ccccc1NC(=O)COC(=O)c1cc(C)oc1C	nt	-19%	4%	nt	-3%[2.29 µM]	-9%[2.29 µM]	nt	nt	-3%
32	COc1cccc(C(=O)NCc2ccc3c(c2)cc(C)n3C)c1	nt	-23%	?	nt	0%	9%	7.6	-5	-4%
33	CCOC(=O)c1c(C)oc2nc(C)nc(NCCCN3CCN(c4ccccc4OC)CC3)c12	9.5	5%	29%	nt	-3%	11%	-1.3	4	0%
34	CN(C)c1ccc(CN2CCCCC2)cc1	0.3	-4%	-3%	-6	1%	-8%	-0.7	5	9%
35	Cc1ccc(Cl)cc1-n1ncc2c(Nc3ccc4c(c3)OCCO4)ncnc21	0.4	-15%	0%	nt	0%[57.1 µM]	3%[57.1 µM]	-0.1	2	15%
36	Cc1ccc(/C=C/C2=NN(Cc3ccc(Cl)c(Cl)c3)C(=O)CC2)cc1	0.2	-10%	-2%	4	9%[57.1 µM]	16%[57.1 µM]	-0.9	1	6%
37	Cc1ccc(C(=O)C2=C(O)C(=O)N(Cc3cccnc3)C2c2ccc(Br)cc2)o1 (stereo unspecified)	1.1	-19%	-11%	5	-2%[57.1 µM]	-12%[57.1 µM]	0.3	-4	-7%
38	O=C(CCc1nc2sc3c(c2c(=O)[nH]1)CCCC3)Nc1cccc(Cl)c1	0.0	-7%	24%	4	7%	-16%	0.3	6	6%
39	CC(C)(C)C(=O)N(Cc1ccccc1)c1ccccn1	nt	-23%	-4%	nt	15%	38%[activator]	0.2	-1	0%
40	CSc1ccccc1NC(=O)COC(=O)c1ccc(-n2nc(C)cc2C)cc1	nt	-16%	-9%	nt	-8%	-8%	nt	nt	2%
41	Cc1ccc2oc(C(=O)NCc3ccc(S(N)(=O)=O)cc3)cc(=O)c2c1	-0.1	-4%	7%	8	6%	16%	-1.1	-10	5%
42	Cc1ccc(N2CCN(S(=O)(=O)c3ccc(F)c(C)c3)CC2)c(C)c1	-0.1	-8%	7%	-9	6%	6%[57.1 µM]	0.6	2	1%
43	Cc1cc(C)nc(N(C#N)CC(=O)N(c2ccccc2)C(C)C)n1	-0.7	-9%	-2%	6	8%[57.1 µM]	3%	1.0	23	2%
44	Cc1cc(C)nc(N(C#N)CC(=O)N2CCC(C(N)=O)CC2)n1	0.0	-12%	0%	-26	-3%	-9%	0.5	-3	1%
45	COc1ccccc1N1CCN(S(=O)(=O)c2ccc3c4c(cccc24)C(=O)N3C)CC1	1.6	nt	nt	12	nt	nt	-2.1	7	nt
46	COCC(=O)OCn1nnc2ccccc2c1=O	0.2	-5%	-10%	-9	5%	-5%	0.3	23	3%
47	COc1ccc(-c2[nH]ncc2-c2cnc(C)s2)c(O)c1	nt	7%	-3%	nt	5%	23%	-0.1	10	8%
48	CC1CCC(NC(=O)c2cccc(S(=O)(=O)N3CCN(C)CC3)c2)CC1 (stereo unspecified)	1.2	-19%	2%	0	0%	10%	0.9	11	8%
49	COc1ccc(CN(C(C)=O)c2ccccc2C(=O)O)cc1	-0.1	-19%	0%	7	9%[57.1 µM]	19%[57.1 µM]	0.9	-2	5%
50	CCC(=O)N1c2ccc(S(=O)(=O)N3CCC(C)CC3)cc2CC1C (stereo unspecified)	-0.9	-18%	0%	nt	-1%	4%	-0.8	-4	24%
51	COc1ccc(NC(=O)NNC(=O)c2ccc(-c3ccccc3)cc2)cc1	0.3	-17%	1%	-2	2%	23%	0.2	-1	-2%
52	O=C(Cc1csc(-c2cccc(Cl)c2)n1)Nc1cccc(S(=O)(=O)NC2=NCCC2)c1	-0.6	-13%	-4%	-18	-3%	3%	-1.1	-3	-2%
53	O=C(Nc1nnc(-c2ccc(Cl)cc2)o1)NC1CCCCC1	nt	-15%	0%	nt	-5%[57.1 µM]	20%[57.1 µM]	0.0	0	6%
54	CCOc1cc(C2c3c(oc4ccccc4c3=O)C(=O)N2Cc2ccc(OC)cc2)ccc1O (stereo unspecified)	-0.4	-22%	4%	nt	-4%	?	-1.2	3	6%
55	Cc1ccc(C(=O)C2CC2)c(C)c1	nt	-4%	-1%	nt	-2%[2.29 µM]	1%[2.29 µM]	nt	nt	9%
56	CC(=O)Nc1ccc(NC(=O)CN2C(=O)CCc3cc(S(=O)(=O)N4CCCCC4)ccc32)cc1	1.0	-8%	-1%	nt	-1%[57.1 µM]	-4%[57.1 µM]	0.0	0	-24%
57	O=C(/C=C/c1cccc([N+](=O)[O-])c1)NC(=S)Nc1cccc(NC(=O)c2ccccc2Cl)c1	-1.2	-17%	0%	-6	-6%	1%[57.1 µM]	0.0	-2	-4%

Screening results: PubChem, National Center for Advancing Translational Sciences (NCATS)

These rows are one share of the data, so the mix of outcomes need not match the whole.
